Screening data as filed in PubChem.
aSyn yeast rescue: alpha-synuclein toxicity suppression in yeast; S. cerevisiae alpha-synuclein toxicity rescue, BacTiter-Glo growth, 24 h; Potency, µM (highest dose often 46.1 µM), inactives show top-dose growth rescue (activation), hits mostly activators; 0.02% of 94,000 active; active = well fitted activation curve with a large enough effect; inconclusive = small, poorly fitted or top-dose-only effect; also: 0% is about no effect
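Growth restoration measured by BacTiter-Glo luminescence after 24 hr at 30 deg C; alpha-synuclein yeast, raffinose-pregrown to mid-log, were added at OD600=0.02 in galactose medium onto pinned compounds.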
The depositor's hits bear a star; ? = inconclusive; & = joins results of further samples; [ ] = another dose, or the depositor's remark. Potency is read from the fitted curve at half-maximal effect. Some of the compounds tested; the hit share may differ from the screen's.

SMILES	aSyn yeast rescue
COc1ccc(-n2nc3c(N4CCC(C(=O)NC5CCCCC5)CC4)nnc(C)c3c2C)cc1	1%
Cc1cccc(C(=O)NCC(c2ccc(F)cc2)N2CCOCC2)c1 (stereo not given)	-1%
CC1=C(c2ccc(C)c(C)c2)S(=O)(=O)N(Cc2ccc(C(=O)NCc3ccc(C)cc3)cc2)C1=O	6%
O=C1c2cccc3cccc(c23)N1Cc1cccc(F)c1	9%
COc1ccc(C2c3[nH]c4ccccc4c3CCN2CCCn2cccn2)c(F)c1 (stereo not given)	-1%
Cc1cc2nc(C3CCN(CC4COc5ccccc5O4)CC3)[nH]c2cc1C (stereo not given)	12%
CSCCC(NC(=O)c1cccc(C)c1)C(=O)Nc1sccc1C(N)=O (stereo not given)	2%
CCOC(=O)Cn1nc(C)n(-c2ccc(F)cc2)c1=O	1%
Cc1ccc2c(CC(=O)Nc3ccc(S(=O)(=O)N4CCCCC4C)cc3)coc2c1 (stereo not given)	10%
CCOC(=O)C(C)Oc1cccc2c(=O)n(CC(=O)Nc3ccc4c(c3)OCCO4)ccc12 (stereo not given)	2%
O=C(CCCCl)OCc1cn(-c2ccc(Cl)cc2)nn1	13%
CCCCC(C)n1[nH]c(=O)c2c(C)cc(C)nc21 (stereo not given)	0%

Molecules from the list above with an NH in an aromatic ring (three):
SMILES	aSyn yeast rescue
COc1ccc(C2c3[nH]c4ccccc4c3CCN2CCCn2cccn2)c(F)c1 (stereo not given)	-1%
Cc1cc2nc(C3CCN(CC4COc5ccccc5O4)CC3)[nH]c2cc1C (stereo not given)	12%
CCCCC(C)n1[nH]c(=O)c2c(C)cc(C)nc21 (stereo not given)	0%

Next section.
SMILES	aSyn yeast rescue
O=c1cc(-c2ccc(F)cc2)nc(SCc2nc(-c3cccc(C(F)(F)F)c3)no2)[nH]1	-7%
CC(=O)Oc1ccc2c(c1)C(=O)CCCCCC(=O)O2	-5%
Cc1ccc(NC(=O)c2cc(-c3ccc4c(c3)OCO4)on2)cc1C	6%
CCCn1c(CCC(=O)Nc2cc(OC)cc(OC)c2)nc2cccnc21	-4%
CC1CN(C(=O)CCNS(=O)(=O)c2ccc(Br)cc2)CC(C)O1 (stereo not given)	-1%
COc1ccccc1N(CC(=O)NCCSc1ccccc1)S(=O)(=O)c1ccc(C)cc1	1%
CCOC(=O)c1cc(NC(=O)C2C3C=CC(O3)C2C(=O)O)cc(C(=O)OCC)c1 (stereo not given)	?
Cc1nn(-c2ccc(F)cc2)c(-n2cccc2)c1C(=O)N1CCN(c2ccccc2F)CC1	6%
COc1ccc(N(CC(=O)Nc2cccc(C(C)=O)c2)S(=O)(=O)c2ccccc2)c(OC)c1	4%
COc1ccc(CC(=O)N(CCC2=CCCCC2)c2c(N)n(Cc3ccccc3)c(=O)[nH]c2=O)cc1	-13%
CCOC(=O)c1[nH]c2c(c1Cc1ccccc1)C(=O)CC(c1ccc(Cl)cc1)C2 (stereo not given)	6%
O=C(O)[C@@H]1[C@@H]2C[C@@H]2CN1c1ncccc1[N+](=O)[O-]	17%
O=c1[nH]c2ccccc2c(O)c1-c1ccccc1[N+](=O)[O-]	7%
CCCc1nc(SCC(=O)Nc2ccccc2OC)c2c(=O)n(C)c(=O)n(C)c2n1	3%
CC1CCCCN1C(=O)COC(=O)c1cccc(NS(=O)(=O)c2ccccc2)c1 (stereo not given)	-4%
Cc1nc(-c2ccc(F)cc2)sc1CCNC(=O)Cc1ccc(F)cc1	3%
CC(=O)N1CC2(CC(c3ccc(Cl)cc3Cl)=NO2)CN1c1cccc(Cl)c1 (stereo not given)	1%
COc1ccc(CCNC(=O)c2ccc3c(c2)N(Cc2ccc(F)cc2)C(=O)CS3)cc1OC	-6%
Cc1cc2cc(CNC(=O)c3cccs3)ccc2[nH]1	5%
Cc1cc(=O)[nH]c2nnc(SCC(=O)N3CC(C)OC(C)C3)n12 (stereo not given)	7%
Cc1ccc(C)c(NC(=O)C(=O)NCCc2csc(-c3cccc(F)c3)n2)c1	-7%
O=C(COC(=O)/C=C/c1ccc([N+](=O)[O-])cc1)Nc1ccc2[nH]c(=O)[nH]c2c1	-2%
Cc1c2cnn(CC(=O)Nc3cccc(C(F)(F)F)c3)c(=O)c2c(C)n1Cc1ccccc1Cl	1%
CCOC(=O)c1c(-c2cc(OC)c(OC)c(OC)c2)csc1NC(=O)c1ccccc1	-8%
COc1ccc(C(=O)C2CCCN(C(=O)Cc3c(C)noc3C)C2)cc1OC (stereo not given)	7%
COc1ccc(S(=O)(=O)Nc2cccc(-c3ccc(N4CCCCCC4)nn3)c2)c(OC)c1	0%
CN1CCSc2ccc(C(=O)NCc3ccccc3)cc21	-4%&0%
CC(C)CCOc1ccc(C2N=C(N)Nc3nc4ccccc4n32)cc1 (stereo not given)	-4%
CCOc1ccc(-c2c(C)nn3c(C)c(C(=O)NCc4ccc(C)o4)cnc23)cc1OCC	8%
CN(C)CCN(Cc1ccco1)C(=O)c1oc2ccccc2c1NC(=O)c1cccc(F)c1	-11%
O=C(O)c1ccc(Cl)c(S(=O)(=O)N2CCC(Cc3ccccc3)CC2)c1	-79%[inhibitor]
Cc1cccc(N(C)S(=O)(=O)c2c(C(=O)N3CCCCCC3)c(C)n(C)c2C)c1	-15%
CCCOC1(C(F)(F)F)NC(=O)N(c2cccc(Cl)c2)C1=O (stereo not given)	-51%[inhibitor]
CCCN1C(C(=O)c2ccccc2)=C(OC(=O)c2ccc(C)cc2)c2ccccc2S1(=O)=O	8%
CCOc1ccc(N2C(=O)S/C(=C\c3cc(OC)c(OC)c(OC)c3)C2=O)cc1	13%
CCc1cc(-c2nnn(CCC3COCCO3)c2CC)ccc1-c1cn(Cc2ccc3ccccc3c2)nn1 (stereo not given)	-9%

Single entries from the list.
aSyn yeast rescue result of Cc1cccc(N(C)S(=O)(=O)c2c(C(=O)N3CCCCCC3)c(C)n(C)c2C)c1 reads -15%
aSyn yeast rescue result of CCCN1C(C(=O)c2ccccc2)=C(OC(=O)c2ccc(C)cc2)c2ccccc2S1(=O)=O reads 8%
aSyn yeast rescue result of COc1ccc(S(=O)(=O)Nc2cccc(-c3ccc(N4CCCCCC4)nn3)c2)c(OC)c1 reads 0%
aSyn yeast rescue result of CCOc1ccc(-c2c(C)nn3c(C)c(C(=O)NCc4ccc(C)o4)cnc23)cc1OCC reads 8%

The list continues:
SMILES	aSyn yeast rescue
CCN(CCCNC(=O)c1ccc(Sc2ccc(F)cc2)c(NC(C)=O)c1)c1ccccc1	9%
COc1ccc(NCc2nc3ccccc3n2CCOc2ccc(C)cc2)cc1	20%&11%
CN(Cc1ccc2ccccc2c1)C(=O)c1ccc(C(F)(F)F)cc1	-16%
O=C(O)c1cccc(-c2ccc(/C=c3/sc4nc5ccccc5n4c3=O)o2)c1	-6%
Cc1cc(C)c(NC(=O)CN(C)S(=O)(=O)c2ccc3c(c2)c(=O)n(C)c(=O)n3C)c(C)c1	2%
CC12C=CC3(O1)C(C(=O)N1CCCOC13)C2C(=O)O (stereo not given)	-1%
O=C(C1CCC(CNS(=O)(=O)c2ccc(Br)s2)CC1)N1CCN(c2ccccc2)CC1 (stereo not given)	0%
O=C1NC(Cc2ccccc2)c2nc3ccc(Br)cc3c(=O)n2-c2cc3ccccc3cc21 (stereo not given)	11%
COc1cc(NC(=O)C2CCN(S(=O)(=O)Cc3ccccc3)CC2)c(OC)cc1Cl	-1%
COc1ccc(S(=O)(=O)N2CCC(N3CCN(Cc4ccccc4)C(=O)C3=O)CC2)cc1	2%
CCN(CC)C(=O)C1=C(C)N(Cc2ccc(F)cc2)C(=O)C(CC(=O)NC2CCCC2)C1 (stereo not given)	-8%
CC(C)c1ccc(NC(=S)NNC(=O)c2cccs2)cc1	-11%

6 entries drawn at random from those above:
SMILES	aSyn yeast rescue
COc1ccc(CC(=O)N(CCC2=CCCCC2)c2c(N)n(Cc3ccccc3)c(=O)[nH]c2=O)cc1	-13%
CC(=O)N1CC2(CC(c3ccc(Cl)cc3Cl)=NO2)CN1c1cccc(Cl)c1 (stereo not given)	1%
Cc1cc2nc(C3CCN(CC4COc5ccccc5O4)CC3)[nH]c2cc1C (stereo not given)	12%
Cc1cc2cc(CNC(=O)c3cccs3)ccc2[nH]1	5%
COc1cc(NC(=O)C2CCN(S(=O)(=O)Cc3ccccc3)CC2)c(OC)cc1Cl	-1%
O=C(COC(=O)/C=C/c1ccc([N+](=O)[O-])cc1)Nc1ccc2[nH]c(=O)[nH]c2c1	-2%

Three of the compounds above, with bars between the fields:
structure | aSyn yeast rescue
O=C(C1CCC(CNS(=O)(=O)c2ccc(Br)s2)CC1)N1CCN(c2ccccc2)CC1 (stereo not given) | 0%
CCN(CCCNC(=O)c1ccc(Sc2ccc(F)cc2)c(NC(C)=O)c1)c1ccccc1 | 9%
O=C1NC(Cc2ccccc2)c2nc3ccc(Br)cc3c(=O)n2-c2cc3ccccc3cc21 (stereo not given) | 11%

Additional entries follow:
SMILES	aSyn yeast rescue
CCOC(=O)c1c(NC(=O)COc2ccc(Cl)cc2C)sc2c1CCCCC2	-5%
CCC[C@H]1CN(c2ccccc2)C(=O)[C@@H]1CC(=O)Nc1ccc(OC)cc1	-4%
CCC(C)NC(=O)c1ccccc1NC(=O)/C(=C/c1ccc(OC)cc1)c1ccccc1 (stereo not given)	-8%
Cc1nnc2c(N3CCN(c4ccccc4F)CC3)nc3ccc(C(=O)c4ccccc4)cc3n12	1%
O=C(COc1ccc([N+](=O)[O-])cc1)NNC(=O)C1COc2ccccc2O1 (stereo not given)	-4%
Cc1cc2ccccc2n1CCNC(=O)Cc1ccccc1	4%
CSc1cccc(CN2CCC(CO)(Cc3ccccc3)CC2)c1	-3%
COc1ccc(CCNC(=O)c2cnc3ccc(C)cn3c2=O)cc1	-3%
COc1ccc2c(c1)c(CC(=O)Nc1cccc(S(N)(=O)=O)c1)c(C)n2C(=O)c1ccc(Cl)cc1	-11%
Cc1ccc(-c2csc3ncnc(SCC(=O)O)c23)cc1	12%
Cc1nc2sccn2c(=O)c1S(=O)(=O)NCc1ccc(F)cc1	4%
Cc1ccc2nc(NC(=O)CSc3nccn3Cc3ccc(Cl)cc3)sc2c1	?
Cc1ccccc1C(=O)Nc1nnc(S(=O)(=O)N2CCCCC2)s1	9%
Cc1ccc(Cl)cc1NC(=O)CSc1nc(C)c(C)c(C)c1C#N	10%
COc1ccc(C(C(=O)NCC2CCCO2)N(Cc2ccccc2)C(=O)CNC(=O)c2ccco2)cc1OC (stereo not given)	2%
O=c1[nH]c2ccccc2nc1/C=C(\O)C1CC1	-7%
COc1ccc(S(=O)(=O)NCc2cccnc2)cc1NC(=O)c1ccc(C)cc1	-4%
COc1cccc(CN(C(=O)c2oc3ccc(Br)cc3c2C)C2CCS(=O)(=O)C2)c1 (stereo not given)	8%
CCOc1ccc(CCNC(=O)Cn2nnc(-c3ccccc3)n2)cc1OCC	-2%
CCOc1ccc(-c2c(C)nn3c(C)c(C(=O)NCCN(C)C)cnc23)cc1OCC	3%
CCN(CC)C(=O)c1ccc(-c2nnc(Nc3ccc(C(=O)N(C)C)cc3)c3ccccc23)cc1	9%
COc1ccccc1Cn1ccn(CC(=O)Nc2c(C)cc(C)cc2C)c(=O)c1=O	-1%
COc1ccc(S(=O)(=O)NC2CC2)cc1C(=O)N1CCOCC1	-12%
O=C(CSc1nnnn1-c1ccccc1)N1N=CCC1c1ccccc1 (stereo not given)	0%
CSc1cccc(NC(=O)CN2C(=O)CCc3cc(S(=O)(=O)N4CCCCC4)ccc32)c1	7%
CCOc1ccc(/C=C2\SC(=S)N(CCC(=O)Nc3ccccc3C(=O)O)C2=O)cc1	6%
CCCCOc1ccc(C(=O)NCCc2sc(-c3cccc(F)c3)nc2C)cc1	-14%
CCN(C(=O)c1cc(OC)c(OC)c(OC)c1)C1CCCCC1	0%
CCN1CCN(c2oc(/C=C/c3ccccc3OC)nc2C#N)CC1	1%
COc1ccccc1NS(=O)(=O)c1cc(NC(=O)C(C)(C)C)ccc1N1CCOCC1	-2%
CCS(=O)(=O)N1CCc2cc(C(=O)Nc3ccc(C)c(Cl)c3)ccc21	-7%
Nc1c(C(=O)Nc2ccc3c(c2)OCCO3)nnn1Cc1ccc(Br)cc1	-8%
Cc1ccc(NC(=O)Nc2ccc([N+](=O)[O-])cc2)nc1	7%
O=c1ccc2cc(S(=O)(=O)NCc3ccc(Br)cc3)ccc2[nH]1	-8%
CCOc1ccccc1NC(=O)CSc1nc2ccccc2nc1Cc1ccc(C)cc1	4%
COc1cc(-c2nc(SCC(=O)Nc3ccc4c(c3)OCO4)c(-c3ccccc3)[nH]2)cc(OC)c1OC	-1%
CCOc1ccc(CCNC(=O)COC(=O)c2ccc(C)c(S(=O)(=O)N3CCOCC3)c2)cc1OCC	5%
CCOC(=O)c1ccccc1NC(=O)CSc1nc2ncccc2o1	2%
C=CCOc1c(CNn2cn[nH]c2=S)cccc1OC	-11%
Cc1nn2c3ccccc3n(CC(=O)c3cccs3)c2nc1=O	-1%
CN(C)CCCNc1oc(/C=C/c2ccc(F)cc2)nc1C#N	-1%
CC(C)CC1C(=O)N(Cc2cn(CCC3OCCCO3)nn2)CCS(=O)(=O)N1Cc1ccc(-c2cccc(CO)c2)cc1 (stereo not given)	0%
COc1ccc(-c2ccnc3[nH]n(-c4ccccc4)c(=O)c23)cc1	5%
COC(=O)CSc1ncc2c(n1)-c1ccccc1N(Cc1cccc(F)c1)S2(=O)=O	3%
COc1cc(/C=C2\SC(=Nc3ccccc3)NC2=O)cc(Cl)c1O	0%
O=C(Cc1cccs1)NCCn1ccc2ccccc21	-7%
Cc1ccc(CNC(=O)c2cc3ccc4cccnc4c3[nH]2)cc1	0%
COc1ccccc1NS(=O)(=O)c1ccc(C)c(C(=O)NCCCN2CCCC2=O)c1	0%
Cc1ccc(-c2cc(C(=O)NCc3cnn(C)c3C)c3cc(Br)ccc3n2)cc1	-18%
COc1cccc(N2CC(NS(=O)(=O)c3ccc4ccccc4c3)CC2=O)c1 (stereo not given)	0%
